12-LOX inh = ALOX12 (human) lipoxygenase inhibition | P18054 | purified 12hLO, xylenol orange hydroperoxide absorbance | Potency, µM (doses to about 108 µM), for the others: at the highest dose activity change, negative = inhibition, hits mostly inhibitors | 580,000 tested, 1.1% active; also: % is scaled to controls: 0 for no effect and ±100 for the full control effect
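Hydroperoxide product was detected by ferrous iron/xylenol orange as the 573 to 405 nm absorbance ratio. Arachidonic acid at 40 uM (final) was turned over for 30 min at room temperature by 150 nM human 12hLO, pH 7.0 Hepes buffer, after 15 min compound preincubation.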
rTrxR1 inhibitor = blocks rat thioredoxin reductase 1 | O89049 | recombinant rTrxR1, NADPH fluorescence consumption, selenite substrate | 390,000 tested, 1% active | Potency, µM (highest dose often 114 µM), for the others: at the top dose activity change, negative = inhibition, most hits filed as inhibitors; also: % is scaled to controls: 0 for no effect and ±100 for the full control effect; nearly all actives have a fitted effect of over 65% in size
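Rat TrxR1 (90 nM in the dispensed reagent) was pre-reduced with 400 uM NADPH for 5 min at room temperature, then incubated with compound for 15 min. After 400 uM selenite was added, NADPH fluorescence (Ex 340/Em 450 nm) was followed for 8 min.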
RGS4 inh = blocks human RGS4-accelerated GTP hydrolysis. Transcreener GDP fluorescence polarization, RGS4-accelerated GTP hydrolysis. Potency, µM (top dose mostly 114 µM), for inactives: at the top dose activity change, negative = inhibition, actives largely listed as inhibitors. 390,000 tested, 0.039% active. AID 504845; also: % is scaled to controls: 0 for no effect and ±100 for the full control effect; nearly all actives have a fitted effect of over 75% in size; some results filed as inactive show a strong effect at the top dose
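MLSMR compounds (23 nl, pin-transferred) preincubated 10 min at room temperature with a 500nM (2x) first reagent, then RGS4 at 900nM (2x) plus Transcreener GDP mix added; fluorescence polarization (620/688 nm) read before and after 90 min at 30 °C.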
GLS inhibitor = glutaminase GLS (human) inhibition | O94925 | GLS enzymatic activity, qHTS titration | Potency, µM (highest dose often 45.5 µM), for inactives: top-dose activity change, negative = inhibition, most hits filed as inhibitors | 410,000 tested, 0.21% active; also: % is scaled to controls: 0 for no effect and ±100 for the full control effect
Target sequence (O94925 whole entry, looked up): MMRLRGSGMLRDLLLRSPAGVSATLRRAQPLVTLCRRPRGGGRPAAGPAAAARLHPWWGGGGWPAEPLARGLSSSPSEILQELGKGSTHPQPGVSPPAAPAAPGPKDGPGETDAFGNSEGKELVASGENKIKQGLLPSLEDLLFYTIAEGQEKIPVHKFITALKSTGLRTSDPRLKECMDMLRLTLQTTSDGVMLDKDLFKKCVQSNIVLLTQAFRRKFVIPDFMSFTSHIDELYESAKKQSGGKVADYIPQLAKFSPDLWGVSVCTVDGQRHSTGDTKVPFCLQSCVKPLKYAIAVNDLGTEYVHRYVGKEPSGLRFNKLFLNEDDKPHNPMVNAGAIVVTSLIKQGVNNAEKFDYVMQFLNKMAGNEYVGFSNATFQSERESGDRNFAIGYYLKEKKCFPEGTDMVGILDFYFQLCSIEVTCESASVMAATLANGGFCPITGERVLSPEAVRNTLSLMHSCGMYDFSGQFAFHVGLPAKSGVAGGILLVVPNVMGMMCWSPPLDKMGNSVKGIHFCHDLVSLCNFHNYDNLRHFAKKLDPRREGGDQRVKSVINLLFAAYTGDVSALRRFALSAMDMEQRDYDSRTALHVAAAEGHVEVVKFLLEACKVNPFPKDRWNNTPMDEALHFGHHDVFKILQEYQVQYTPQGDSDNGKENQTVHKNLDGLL
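hKGA in 45 mM KH2PO4 (pH 8.2), 0.02% Tween-20 with compound, then 1mM L-Glutamine (stock as added) plus glutamate oxidase/HRP/Amplex red coupling mix. Fluorescence read initially and after 30 min at RT; signal change reflects glutamate formation.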
PGK inhibitor = blocks T. brucei phosphoglycerate kinase; Potency, µM (doses to about 57.5 µM), for the others: at the top dose activity change, negative = inhibition, actives largely listed as inhibitors; PGK/GAPDH coupled, Kinase-Glo luminescence, 60 min; P07378; 380,000 tested, 0.043% active; also: % is scaled to controls: 0 for no effect and ±100 for the full control effect; nearly all actives have a fitted effect of over 60% in size
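Luminescent ATP detection (Kinase-Glo Plus) follows a 60-minute room-temperature incubation, with wells lacking PGK as controls. Buffer: 100 mM TEA (pH 7.6), 5 mM MgCl2, 0.01% Tween-20. Coupling enzyme GAPDH (100 nM final) supplies unstable 1,3-BPG in-well.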
Pin1 inhibitor = blocks the human prolyl isomerase Pin1 | Q13526 | Pin1 FP peptide displacement, HiFluor488, 10 min | Potency, µM (titrated, usually from 115 µM), without a hit: at the top dose activity, negative = inhibition, most hits filed as inhibitors | 390,000 tested, 0.009% active | AID 504891; active = well fitted inhibition curve with a large enough effect in the polarisation, with a control signal flat, not every such curve was filed as active; inconclusive = small, poorly fitted or top-dose-only effect, or effect the other way, or a change in a side signal; inactive = no such curve, though single readings can be large or run the other way; the % refers to the polarisation; also: % is scaled to controls: 0 for no effect and ±100 for the full control effect
Target sequence (Q13526 whole entry, looked up): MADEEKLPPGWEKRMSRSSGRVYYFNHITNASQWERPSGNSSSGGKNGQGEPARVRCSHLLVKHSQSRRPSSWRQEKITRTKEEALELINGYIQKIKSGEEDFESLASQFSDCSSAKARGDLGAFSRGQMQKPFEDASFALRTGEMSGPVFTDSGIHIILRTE
JMJD2A Tudor = inhibitors of human JMJD2A Tudor domain; O75164; Potency, µM (top dose mostly 114 µM), without a hit: at the top dose activity change, negative = inhibition, usual class: inhibitors; 390,000 tested, 4.4% active; AlphaScreen JMJD2A-Tudor / H3K4me3 peptide binding; also: % is scaled to controls: 0 for no effect and ±100 for the full control effect; nearly all actives have a fitted effect of over 50% in size
HP1b binding inh = blocks HP1-beta chromodomain binding to methylated histone tails. P83916. AlphaScreen HP1-beta / biotin-H3K9me3 peptide binding. Potency, µM (doses to about 114 µM), for the others: at the highest dose activity change, negative = inhibition, most hits filed as inhibitors. 390,000 tested, 0.56% active. AID 540317; also: nearly all actives have a fitted effect of over 70% in size; inactives centre near 23
Target sequence (P83916 whole entry, looked up): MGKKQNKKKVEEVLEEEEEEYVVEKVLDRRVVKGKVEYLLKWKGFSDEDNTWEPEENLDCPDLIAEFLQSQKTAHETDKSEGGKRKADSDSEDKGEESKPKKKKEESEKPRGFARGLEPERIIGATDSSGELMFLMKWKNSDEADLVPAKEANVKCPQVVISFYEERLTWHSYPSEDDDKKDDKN
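AlphaScreen: HP1-beta (50 nM) preformed 30 min with biotin-H3(1-18)K9me3 peptide (50 nM) in PBS pH 7.4, 0.01% Tween-20. Compound added for 30 min at RT, then streptavidin donor/nickel chelate acceptor beads (10 ug/mL) for 30 min.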
ERG-DNA inh = ERG Ets/DNA interaction inhibition; P11308; fluorescence polarization, His-ERG Ets domain / labelled DNA; Potency, µM (doses to about 76.9 µM), without a hit: top-dose FP activity, negative = inhibition, actives largely listed as inhibitors; 370,000 tested, 0.028% active; active = well fitted inhibition curve with a large enough effect in the polarisation, with a control signal flat; inconclusive = small, poorly fitted or top-dose-only effect, or effect the other way, or a change in a side signal; inactive = no such curve, though single readings can be large or run the other way; the % refers to the polarisation;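 also: polarization taken with two DNA probes labelled with fluorescein and Texas red; % of control where 0% means no effect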
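His-tagged ERG Ets domain (1 uM in the protein solution; 300mM KCl, 50mM Tris-HCl, 1mM EDTA, 1mM DTT, pH 7.5) received compound, then a probe mix of 5 nM fluorescein-DNA and 100nM Texas-615-DNA. Fluorescence polarization was read for both dyes.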
* marks the source's active call; other numbers are inactive results; i = inactive; u = inconclusive; x = not tested or not shown; [ ] = another dose, or the depositor's remark. Unless noted, calls follow the shape of the dose curve; as a rule, active = well fitted curve in the direction sought with a large enough effect; inconclusive = small, poorly fitted or top-dose-only effect, or another doubt; inactive = no such curve, though single readings can be large; an effect the other way counts as inactive or inconclusive. Potency is read from the fitted curve at half-maximal effect. Some of the compounds tested, so the mix of outcomes need not match the whole.

12-LOX inh	rTrxR1 inhibitor	RGS4 inh	GLS inhibitor	Molecule	PGK inhibitor	Pin1 inhibitor	JMJD2A Tudor	HP1b binding inh	ERG-DNA inh
255%[activator]	2%	-23%	-5%	Cc1ccc(OCc2nnc(SCC(=O)NC3CCCCC3)n2C)cc1	i	4%	1%	32%	4%
-4%	12%	20%	2%	NC1=NC[C@H](c2ccccc2)N1CC1CCCCC1	6%	2%	-22%	23%	2%
x	16µM*	u	u	C1=C(N2CCOCC2)/C(=C/c2nc3ccccc3[nH]2)CC1	-3%	u	u	u	-3%
x	-1%	-51%	7%	COc1ccc2c(c1)CCc1sc(NC(=O)c3ccco3)nc1-2	-2%	3%	-30%	-16%	2%
-6%	-3%	12%	-2%	CC(C)=CC(=O)Nc1ccc(Cl)cc1	1%	-6%	5%	54%[activator]	-4%
-11%	2%	14%	22%	CC(C)N(C(=O)Cn1c(-c2ccccc2Cl)nc2ccccc21)c1ccccc1	4%	3%	1%	24%	x
7%	24%	-3%	-15%	O=C1NC(=NCc2ccccc2)NC1(c1ccccc1)c1ccccc1	-2%	0%	-18%	-16%	7%
0%	23%[57.1 µM]	-15%	-4%	O=C(/C=C/c1cc([N+](=O)[O-])ccc1OC(F)F)NCc1ccc(F)cc1	-6%	-8%	-11%	9%	1%
0%	-6%	-34%	-7%	Cc1ccc(C(=O)N2CCOCC2)cc1S(=O)(=O)N1CCCCC1	-6%	-10%	-5%	36%	3%
-7%	39%[activator][57.1 µM]	-3%	7%	COc1ccccc1NC(=O)CSc1nnc(CC(=O)Nc2ccccc2C)n1C	i	-7%	-14%	-1%	3%

The list goes on; it opens with the 2 that closed the last part.
12-LOX inh	rTrxR1 inhibitor	RGS4 inh	GLS inhibitor	Molecule	PGK inhibitor	Pin1 inhibitor	JMJD2A Tudor	HP1b binding inh	ERG-DNA inh
0%	-6%	-34%	-7%	Cc1ccc(C(=O)N2CCOCC2)cc1S(=O)(=O)N1CCCCC1	-6%	-10%	-5%	36%	3%
-7%	39%[activator][57.1 µM]	-3%	7%	COc1ccccc1NC(=O)CSc1nnc(CC(=O)Nc2ccccc2C)n1C	i	-7%	-14%	-1%	3%
-4%	3%	3%	0%	Cc1nc2ccccc2n1CC(=O)OCC(=O)N1CCC(C)CC1	4%	-9%	-3%	29%	3%
-6%	15%	-3%	6%	CN(C)S(=O)(=O)Nc1ccc2c(c1)Cc1ccccc1-2	x	2%	-18%	19%	-3%
u	-11%	2%	3%	O=C(O)c1ccc(NS(=O)(=O)c2ccc3nnn(O)c3c2)cc1	-3%	-4%	u	16%	0%
-6%	13%	11%	6%	COc1ccc(-n2ncc3c(N(C)C4CCCCC4)ncnc32)cc1	-8%	3%	3%	48%[activator]	2%
-4%	13%[57.1 µM]	19%	-5%	O=C(Nc1ccccc1F)c1ccn[nH]1	-7%	-7%	-15%	7%	15%
-2%	50%	-6%	-8%	Cc1ccc(-c2cc(C(F)(F)F)n3ncc(C(=O)N4CCCCC4c4cccnc4)c3n2)cc1 (stereo unspecified)	0%	0%	-12%	26%	-1%
1%	-9%	1%[56.9 µM]	1%	CS(=O)(=O)c1ccc(-c2cccc(NC(=O)COc3ccc(Cl)cc3)c2)nn1	0%	4%	-21%	12%	-4%
-3%	-5%	-6%	-3%	Cc1cc(SCc2cccc(Cl)c2)nc(=O)[nH]1	-11%	0%	-11%	30%	-1%
-17%	11%	4%	-3%	CCOc1ccc(C=NNC(=O)c2ccc(-n3cnnn3)cc2)cc1	1%	8%	-33%	30%	-8%
u	u	-4%	6%	O=C(O)C(=O)Cc1c[nH]c2ccccc12	-16%	u	45µM*	u	24%
-11%[57.4 µM]	45%[activator]	-11%	u	Cc1c(/C=C2\SC(=O)N(CC(=O)Nc3ccc4c(c3)OCO4)C2=O)c2ccccc2n1C	-10%	u	-26%	-11%	x
1%	13%	-28%	-5%	O=C(c1c(F)cccc1F)N(C1CCCCC1)C1CCCCC1	-2%	-3%	19%	71%[activator]	-3%
-17%	-2%	-5%	-3%	COc1ccc(/C=C/C(=O)Nc2ccc(N3CCOCC3)cc2)cc1	-8%	0%	-10%	24%	-3%
0%	-16%[57.1 µM]	9%	-5%	CCOC(=O)CN1N=C(c2ccc(Cl)cc2)CCC1=O	-3%	-6%	-8%	24%	0%
4%	9%	-1%	-1%	CC(=O)Nc1ccccc1NC(=O)c1cccc2ccccc12	-4%	35%[activator]	-9%	22%	-13%
11%	20%	4%	-9%	CCOc1ccc(Cc2nnc(SCC(N)=O)n2C)cc1	-10%	-13%	-11%	27%	-5%
-53%	u	-4%	5%	CCn1ncc(Cl)c1C(=O)NC(=S)Nc1ccccc1Br	4%	3%	37%[activator]	26%	0%
u	7%	4%	13%	CC1=CC(=C(C#N)C#N)C=C(C)N1CCN1CCN(C(=O)Nc2ccc(Cl)c(Cl)c2)CC1	8%	u	-21%	4%	-72%
u	0%	12%	-10%	CC1CN(CC(=O)Nc2ccc(Br)cn2)CC(C)O1 (stereo unspecified)	-2%	1%	-18%	29%	-22%
u	29%[11.4 µM]	-21%	8%	O=C(NCc1ccco1)c1ccc(C(=O)NCc2ccco2)cc1	-6%	-12%	-24%	6%	-14%
4%	-7%	-7%	-2%	Cc1nn(Cc2c(Cl)cccc2Cl)c(C)c1N	i	4%	-22%	-13%	0%
12%	23%	8%	10%	Cc1ccc(C(=O)Nc2cccc(-c3cnc4ccccc4n3)c2)cc1	7%	3%	-3%	22%	x
-8%	10%[57.1 µM]	8%	-1%	COc1ccc(NC(=O)Nc2ccc(F)c(F)c2)c(OC)c1	3%	3%	-27%	20%	9%
14%	18%	12%	5%	Cn1c(C(=O)O)ccc1S(=O)(=O)N(Cc1ccccc1)Cc1ccccc1	3%	2%	-22%	21%	-5%
25%	5%	-6%	8%	CC(OC(=O)Cc1c[nH]c2ccccc12)C(=O)c1ccccc1 (stereo unspecified)	2%	1%	-14%	13%	-2%
0%	3%	-4%	1%	COCCCN1CC(=O)N2C(c3ccc(OC)c(OC)c3)c3[nH]c4ccccc4c3C[C@H]2C1=O (stereo partly specified)	-7%	-11%	-13%	-10%	9%
u	u	-33%	1%	COc1ccc(N2C(=O)/C(=C\c3ccco3)N=C2SCC(=O)NC(C)(C)C)cc1Cl	-12%	30%[activator]	u	-35%	x
-21%	7%	-10%	7%	Nc1nc(Cl)nc(N(c2ccccc2)c2ccccc2)n1	-4%	-8%	-13%	u	5%
u	0%	-26%	15%	CSc1ccccc1Sc1cc(C(=O)O)c2ccccc2n1	-5%	5%	3%	23%	6%
9%	10%	41%	14%	COc1ccc(CN(C)C(=O)c2ccc3c(=O)n4c(nc3c2)CCC4)cc1	-3%	-13%	-15%	27%	-11%
-5%	12%	20%	13%	Cc1ccc(CN(CC(=O)NCc2ccc3c(c2)OCO3)C(=O)c2csnn2)cc1	-1%	-5%	-4%	9%	-3%
2%	43%[activator]	-10%	6%	COc1cccc(-c2nn(C)c3sc(C(=O)N4CCN(c5cccc(C(F)(F)F)c5)CC4)cc23)c1	-14%	-27%	-29%	5%	1%
1%	0%[57.1 µM]	19%	-2%	CC(Oc1ccc(Br)cc1)C(=O)NCc1ccccn1 (stereo unspecified)	5%	1%	-10%	47%[activator]	5%
-18%	-8%	26%	7%	O=C(Nc1ccc(O)c(-c2nc3ccccc3s2)c1)C1=COCCO1	-4%	5%	-16%	18%	6%
-20%	27%	-17%	2%	Cc1ccc2c(c1)c1c(n2CC(O)Cn2nc(C)c(Br)c2C)CCCC1 (stereo unspecified)	-8%	8%	u	-18%	-22%
0%	4%[57.1 µM]	-14%	5%	COc1ccc(N2CCN(C(=S)Nc3ccccc3OC)CC2)cc1	-10%	-8%	-22%	-10%	-2%
-10%	-2%	23%	0%	CC(=O)Nc1ccc(S(=O)(=O)N2CCC(c3nc4ccc(C)cc4[nH]3)CC2)cc1	-1%	-1%	-18%	31%	11%
u	2%	u	7%	Cc1ccc2cccc(NC(=S)NC(=O)c3ccccc3)c2n1	0%	9%	u	-21%	4%
47%[activator]	10%[57.1 µM]	36%[11.4 µM]	2%	Cc1nnc(N2C(=O)c3cccc4cccc(c34)C2=O)s1	i	5%	3%[57.1 µM]	51%[activator]	6%
-25%	6%	11%	-3%	COc1ccc(CNC(=O)COCc2cc(-c3ccc4c(c3)OCO4)on2)cc1	-5%	1%	3%	31%	-1%
-15%	-1%	-17%	35%	O=C(COC(=O)C1CC(O)CN1S(=O)(=O)c1ccc(Cl)cc1)c1ccccc1Cl (stereo unspecified)	-2%	-1%	-18%	11%	x
-7%	24%[57.1 µM]	9%	4%	CCN(C(=O)Cn1cnc2ccccc2c1=O)C1CCS(=O)(=O)C1 (stereo unspecified)	-5%	1%	1%	16%	3%
